Screening results deposited in PubChem BioAssay by several laboratories.
Hsp70 act: Hsp70 transcriptional activation, primary screen. HeLa Hsp70 promoter luciferase reporter, luminescence; scaled: vehicle 0, proteasome-inhibitor control 100%. activation, % at 10 µM. actives 0.04% (n = 200,000). AID 1203;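 active means activation above the mean across all tested compounds plus 3 SD, cutoff set per campaign, cut at about 5.5% in these data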;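 further: 100% = MG132 at 30 µM as the positive control and 0% = DMSO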
FLuc inh counter: inhibits firefly luciferase, flagging false hits in luciferase inhibition screens; ATPLite firefly luciferase biochemical luminescence, 10 min; actives 1.5% (n = 200,000); inhibition, % at 10 µM;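 active means inhibition above about 50% when tested at 10 µM, limit read from the data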
Target sequence (P08659 whole entry, looked up): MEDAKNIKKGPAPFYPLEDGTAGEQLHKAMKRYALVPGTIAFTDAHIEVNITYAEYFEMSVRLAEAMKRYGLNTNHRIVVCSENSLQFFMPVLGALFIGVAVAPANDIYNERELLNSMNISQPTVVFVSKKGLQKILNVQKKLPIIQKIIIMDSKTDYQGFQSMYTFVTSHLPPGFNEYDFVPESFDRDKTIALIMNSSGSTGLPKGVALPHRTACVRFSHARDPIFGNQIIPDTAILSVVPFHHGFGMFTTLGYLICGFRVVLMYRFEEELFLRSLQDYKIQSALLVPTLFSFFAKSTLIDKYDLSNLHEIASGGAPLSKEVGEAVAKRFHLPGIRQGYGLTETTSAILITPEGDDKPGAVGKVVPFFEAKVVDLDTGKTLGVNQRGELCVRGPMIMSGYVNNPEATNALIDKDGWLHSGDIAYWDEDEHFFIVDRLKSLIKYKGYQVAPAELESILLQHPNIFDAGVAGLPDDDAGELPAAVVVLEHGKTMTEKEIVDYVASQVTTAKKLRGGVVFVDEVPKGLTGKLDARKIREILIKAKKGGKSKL
APP 5'UTR act: APP 5'UTR luciferase reporter activation. SH-SY5Y APP 5'UTR luciferase reporter, luminescence; zero percent = DMSO vehicle wells. actives 1% (n = 190,000). activation, % at 2 µM. AID 1276;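 active means activation above a set limit, based on mean plus 3 SD of controls, cut at about 140% in these data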; further: values of inactives mirror those of a sister screen read the other way
NF-kB neuron act: compounds increasing NF-kB expression in human neuronal cells; NF-kB reporter expression; stronger effect = higher value; fold change at 12.5 µM; AID 1239; actives 1.6% (n = 190,000); in the data active means fold change above about 3.3
STAT1 activator: increases IFN-gamma driven STAT1 reporter signal. NIH 3T3 STAT1-luciferase reporter, luminescence; 100% = IFN-gamma alone, no compound. activation (% of control), % at 5.5 µM. actives 2.6% (n = 200,000). AID 932;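 active means activation above the screen-wide mean activation plus 3 SD, cut at about 130% in these data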;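 further: raw ratio to IFN-gamma control signal so 100% means no change and 0% no light; values of inactives mirror those of a sister screen read the other way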
STAT1 inh: inhibitors of IFN-gamma induced STAT1 signaling. NIH 3T3 STAT1-luciferase reporter, luminescence. inhibition, % at 5.5 µM. actives 0.35% (n = 200,000). AID 920;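 active means inhibition above a set limit, the mean inhibition across all tested compounds plus 3 SD, cut at about 34% in these data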;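 further: 0% = IFN-gamma with DMSO and 100% = IFN-gamma with 300 µM nifuroxazide; values of inactives mirror those of a sister screen read the other way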
STAT3 inh: inhibitors of IL-6 induced STAT3 signaling; U3A cells, IL-6 STAT3-luciferase reporter, luminescence; host cell line lacks STAT1; inhibition, % at 5.5 µM; actives 0.89% (n = 190,000); AID 862;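 active means inhibition above the mean inhibition across all screened compounds plus 3 SD, cut at about 44% in these data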;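 further: 0% = DMSO only wells and 100% = 100 µM nifuroxazide control wells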
RAM network inh: yeast RAM network inhibition | S. cerevisiae dse1pr::URA3 reporter, 5-FOA growth OD615, 2 d; analog-sensitive cbk1-as2 kinase mutant strain | AID 868 | inhibition, % at 50 µM | actives 1.8% (n = 190,000);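 active means inhibition above a set limit, 3 SD over mean compound inhibition, cut at about 8.4% in these data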;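 further: 0% = DMSO-only wells with no growth and 100% = 10 µM 1-NA-PP1 full growth; inhibition rescues growth on 5-FOA so higher OD means more RAM inhibition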
APP 5UTR inh: APP translation inhibition | SH-SY5Y APP 5'UTR-luciferase reporter, luminescence | inhibition, % at 2 µM | actives 0.82% (n = 190,000);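 active means inhibition above a set limit, derived from the sample mean plus 3 SD, cut at about 45% in these data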; further: values of inactives mirror those of a sister screen read the other way
STAT3 activator: activators of IL-6 induced STAT3 signaling; activation (% of control), % at 5.6 µM; actives 0.91% (n = 190,000); U3A cells, IL-6 STAT3-luciferase reporter, luminescence; 100% = signal with IL-6 EC80 alone; AID 871;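 active means activation above the screen-wide mean of compound activation plus 3 SD, cut at about 130% in these data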;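 further: 0% = background luminescence of wells with medium and substrate only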
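Material: human STAT1-deficient U3A cells with stable STAT3-luciferase reporter / Probe or stimulus: IL-6 stimulus at 33 ng/mL final / Schedule: 1 h compound pre-exposure, 6 h IL-6 stimulation, 37 °C / Technique: luminescence / Read-out basis: percent of IL-6-only median luminescence / Control set: IL-6-only high control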
Starred values were filed as active, the others as inactive; . = no result given.

compound	STAT1 activator	APP 5UTR inh	APP 5'UTR act	FLuc inh counter	NF-kB neuron act	STAT3 activator	RAM network inh	STAT1 inh	Hsp70 act	STAT3 inh
COCC(C)NC(=O)c1cc(OC)cc(OC)c1 (configuration not stated)	94	-2	2	-6	1.2	100	-0.7	3	0.6	5
COc1ccccc1OCC(=O)Nc1cccc(C(=O)N2CCOCC2)c1	101	9	.	-1	1	102	-0.1	-2	0.0	1
O=C(CSc1nc2ccccc2o1)Nc1ccccc1N1CCCCCC1	94	-2	2	-5	0.92	85	0.1	6	-0.1	28
CC1(C)Nc2ccccc2N(CC(=O)N2CCCCC2)C1=O	102	10	-9	-9	0.93	102	1.7	-2	-0.2	3
CCOc1cc(/C=C2/NC(=O)N(CC(=O)Nc3cccc(C)c3)C2=O)ccc1OCC(N)=O	92	9	-9	-3	1.1	100	2.3	6	-0.3	4
COc1ccc(-c2cc(C(=O)O)[nH]n2)cc1OC	91	10	-10	0	1.2	107	1.4	10	0.2	-5
CC(=O)c1ccc(NC(=O)CSc2nnc(Cn3cnc4ccccc43)o2)cc1	91	12	-12	-4	1.2	101	1.4	10	0.1	7
Cc1cc(NC(=O)CN2CCN(c3ccc(O)cc3)CC2)no1	100	0	0	-2	2.2	99	0.9	0	-0.1	5
Cn1ncc(Br)c1C(=O)N1CCc2ccccc21	86	1	-1	-1	1.2	124	0.4	15	-0.2	-32
CC(C)C(NC(=O)COc1ccc2ccccc2c1)C(=O)N/N=C/C=C/c1ccccc1 (configuration not stated)	105	7	-7	-1	0.94	93	2.1	-5	-0.2	5
CC(C)(C)NC(=O)C12CC3CC(CC(Cl)(C3)C1)C2	96	1	-1	-5	0.96	102	-0.2	5	-0.3	3
COCC(C)NC(=O)c1noc2c1CCc1cc(OC)ccc1-2 (configuration not stated)	117	-42	42	22	2.4	109	-0.2	-21	0.0	-6
O=C(CN1CCCC1)Nc1ccc2c(c1)CCC2	109	-17	17	-3	1.2	105	2.6	-10	0.0	-4
Cc1ccsc1-c1n[nH]c(=S)n1CC(C)C	91	-9	9	0	1.2	102	0.5	10	0.2	2
O=C(CSCc1ccco1)c1cccs1	124	-117	170*	17	1.9	104	1.1	-27	-0.1	2
COc1cccc2[nH]c3c(N4CCCC(C)C4)ncnc3c12 (configuration not stated)	116	-58	58	22	1.1	102	-0.7	-17	0.2	2
CC1CCCN(c2ccc(C(=O)NCCc3ccccc3)cn2)C1 (configuration not stated)	147*	-133	133	24	4.2*	104	0.2	-51	0.1	-2
CCCCn1nnnc1NCc1cc(Cl)c(OC)c(OC)c1	91	6	-6	-7	1.1	95	4.6	10	0.0	14
O=c1[nH]c2ccc(S(=O)(=O)N3CCN(C4CCCCC4)CC3)cc2[nH]c1=O	101	15	-15	-9	1.2	109	0.5	-1	-0.1	-6
O=C(CCc1ccc(S(=O)(=O)N2CCOCC2)cc1)N/N=C/c1ccc(O)c(O)c1O	96	19	-19	-3	1	106	0.8	5	-0.1	-10

(further entries)
compound	STAT1 activator	APP 5UTR inh	APP 5'UTR act	FLuc inh counter	NF-kB neuron act	STAT3 activator	RAM network inh	STAT1 inh	Hsp70 act	STAT3 inh
CCCNc1nc(N2CCOCC2)nc(N2CCOCC2)n1	105	-11	11	-10	1.2	102	0.1	-5	0.0	1
CCOC(=O)c1cnc2nc[nH]n2c1=O	100	-6	6	-2	1.3	97	0.9	0	-0.1	3
CCc1ccccc1NC(=O)C(C#N)Cc1cccnc1 (configuration not stated)	100	4	-4	-5	1.1	98	0.1	0	-0.2	5
C=CCN(c1ccc(C(=O)Nc2cccc([N+](=O)[O-])c2)cc1)S(C)(=O)=O	103	-8	8	-6	0.8	103	2.4	-5	-0.1	2
CCOc1ccc(N(C(=O)c2cnsn2)C(C(=O)NC2CCCCC2)c2ccncc2)cc1 (configuration not stated)	103	-18	18	-8	1.1	92	1.4	-4	-0.2	10
Cc1nn(-c2nc(-c3ccco3)cc(C(F)(F)F)n2)c(C)c1Cl	100	6	-6	-4	1	95	3.5	0	-0.5	12
O=C(CSc1nnnn1-c1ccccc1)NCc1cccs1	103	-1	1	-8	1.1	102	0.7	-4	-0.2	1
CC(=O)c1cccc(N2C(=O)C3C(C(=O)Nc4cc(C)on4)C4(C)C=CC3(O4)C2C(=O)NC(C)(C)C)c1 (configuration not stated)	98	-8	8	-1	0.99	96	1.4	0	-0.1	10
CCOC(=O)c1ccccc1NC(=O)c1ccccc1SC	102	14	-13	0	1.1	102	1.0	-2	-0.1	2
Cc1ccc(NC(=O)CSc2nc(=O)cc(N)n2CCc2ccccc2)cc1	106	-1	1	-3	0.96	98	0.0	-10	-0.4	7
CCOC(=O)CC(=O)CSc1[nH]c(=O)cc(C)c1C#N	93	-9	9	-7	0.9	97	-0.3	4	1.7	4
Cc1ccc2[nH]c(=O)c(CN(CCCO)S(=O)(=O)c3cccc4nsnc34)cc2c1	104	7	-7	-5	0.81	101	2.3	-4	0.0	4
CCN(CC)CC(=O)NCC1(c2ccccc2)CCCC1	90	9	-9	-8	1.1	95	2.3	10	-0.1	10
COc1ccc(CC(=O)Nc2cccc(-c3ccc4nnc(C)n4n3)c2)cc1	80	-2	2	0	0.54	86	1.9	21	-0.3	24
CCCCC1CCC(C(=O)Nc2ccccc2)CC1 (configuration not stated)	96	15	-15	-6	1	94	4.6	4	-0.1	13
COc1cc(NC(=O)CCCC(=O)OCC(F)(F)C(F)F)nc(OC)n1	99	6	-6	1	0.87	101	0.3	1	-0.1	3
O=C(O)C1CC(c2ccccc2F)=NO1 (configuration not stated)	104	-7	7	-5	1.1	100	0.9	-5	0.1	6
COC(=O)C1C(O)=C(C=NC2CCCCC2)C(=O)CC1(C)C (configuration not stated)	106	3	-3	-8	1.3	103	2.4	-6	-0.2	0
CCn1c(NC(=O)c2cccc(Cn3cc(Cl)cn3)c2)nc2ccccc21	90	2	-2	-6	0.98	72	7.2	11	-0.3	39
CC1=C(C(=O)Nc2ccccc2)C(c2ccncc2)C(C#N)=C(SCC(=O)Nc2ccccc2)N1 (configuration not stated)	94	2	-2	-2	0.81	104	0.8	6	-0.4	3

Further structures
compound	STAT1 activator	APP 5UTR inh	APP 5'UTR act	FLuc inh counter	NF-kB neuron act	STAT3 activator	RAM network inh	STAT1 inh	Hsp70 act	STAT3 inh
CCCCCOc1ccc(CSc2n[nH]c(C)n2)cc1	116	-71	71	8	2.2	104	0.2	-20	-0.3	-3
CCOC(=O)c1c(NC(=O)CSc2nnnn2-c2ccc(OC)cc2)sc(C)c1C	93	6	-6	-1	0.97	106	12*	7	-0.1	0
COc1ccc(Cc2nnc(SCC(=O)c3ccccc3)o2)cc1	101	0	0	1	1.1	103	1.2	-1	-0.3	3
C#CC[N+](C)(C)CCCCCCCCC	103	-9	9	-4	0.6	94	1.2	-4	-0.3	10
Cc1cc(C)c2nc(-c3ccccn3)cc(C(=O)NCc3ccco3)c2c1	100	5	-5	-3	1	111	2.1	0	-0.1	-9
CC1(CCc2ccccc2)NC(=O)N(Cc2cc([N+](=O)[O-])cc3c2OCOC3)C1=O (configuration not stated)	99	-8	8	-4	0.92	104	1.7	0	-0.2	-3
COc1ccc(S(=O)(=O)N2CCCCCC2)cc1NC(=O)Cc1cc(OC)c(OC)c(OC)c1	103	-4	3	-5	0.63	83	2.7	-3	-0.2	27
Cc1cc(C)n(CC(=O)N/N=C/c2ccc([N+](=O)[O-])s2)n1	91	-1	1	-6	0.8	101	-0.8	9	-0.1	4
C=CCN1N=C(c2ccc(Cl)s2)CSC1=O	101	-17	17	-6	1.1	100	2.4	-2	0.2	5
CC(C)CN(C(=O)CN1CCCCCC1)c1c(N)n(CC(C)C)c(=O)[nH]c1=O	106	-12	12	4	1.2	103	1.1	-8	-0.2	-2
O=C(NCC1CCCO1)c1cccs1 (configuration not stated)	108	3	-3	-5	1.5	95	0.9	-8	-0.2	8
CCN(CC)C(=S)SCC(=O)Nc1cccc(C(F)(F)F)c1	91	1	-1	.	.	105	.	10	0.0	-1
O=C(O)c1ccccc1-c1ccccc1C(=O)NCc1cccnc1	107	16	-16	-4	1.2	106	0.9	-10	0.0	-4
COc1ccccc1C(=O)NC(=S)N1CCc2ccccc21	107	-34	34	-3	.	111	0.0	-7	0.2	-6
CC(C)(C)C1C/C(=C/c2ccccn2)C(=O)/C(=C/c2ccccn2)C1 (configuration not stated)	221*	95*	-95	-6	0.18	62	0.0	-132	46*	48*
COc1ccc(-c2nc(CCNS(=O)(=O)c3ccc4c(c3)OCCO4)cs2)cc1	90	-5	5	-2	1.1	87	2.6	11	-0.1	23
CC(=O)Nc1ccc(NC(=O)Nc2ccc3c(c2)N(C)C(=O)CS3)cc1	102	1	-1	7	0.95	101	3.7	-3	-0.1	1
COc1ccc2nc(C)cc(SCC(=O)N/N=C/c3ccc(O)c(O)c3)c2c1	100	25	-25	2	1.1	99	-0.5	-2	0.0	5
C/C(CC(=O)NC1CCCC1)=N\NC(=O)c1ccc([N+](=O)[O-])c(Cl)c1	110	3	-3	2	1.1	100	1.5	-10	-0.2	-1
O=C(Cn1cccc1)N1CCc2ccccc21	95	-2	2	-4	1.4	118	0.5	6	0.1	-18

Full records, looked up by structure. Values in the order: STAT1 activator	APP 5UTR inh	APP 5'UTR act	FLuc inh counter	NF-kB neuron act	STAT3 activator	RAM network inh	STAT1 inh	Hsp70 act	STAT3 inh
Shown for `C=CCN(c1ccc(C(=O)Nc2cccc([N+](=O)[O-])c2)cc1)S(C)(=O)=O` → 103	-8	8	-6	0.8	103	2.4	-5	-0.1	2
Shown for `COCC(C)NC(=O)c1noc2c1CCc1cc(OC)ccc1-2` (configuration not stated) → 117	-42	42	22	2.4	109	-0.2	-21	0.0	-6

(continued)
compound	STAT1 activator	APP 5UTR inh	APP 5'UTR act	FLuc inh counter	NF-kB neuron act	STAT3 activator	RAM network inh	STAT1 inh	Hsp70 act	STAT3 inh
CCOC(=O)c1cnc2ccc(OCC)cc2c1N1CCN(c2ccccc2)CC1	102	14	-14	-8	1.1	98	-1.4	-2	0.3	7
COc1ccc(N2C(=O)CC(N3CCOCC3)C2=O)cc1 (configuration not stated)	101	2	-2	-2	1.3	95	1.4	-1	-0.2	13
O=C(Nc1ccc2nc(-c3ccco3)[nH]c2c1)c1cccs1	96	-48	48	77*	1.1	84	3.0	4	-0.1	23
O=C(Nc1cccc(F)c1)C1CC(=O)N(c2ccc(Br)cc2)C1 (configuration not stated)	103	-12	12	1	1.2	98	3.7	-4	-0.4	6
O=C(C1CCN(S(=O)(=O)c2cccs2)CC1)N1CCN(Cc2ccccc2)CC1	99	7	-7	-9	0.97	98	1.8	0	0.1	3
CCC(C(=O)OCC(=O)c1ccc2c(c1)NC(=O)CO2)c1ccccc1 (configuration not stated)	93	4	-4	-7	1.3	93	0.1	4	0.1	13
O=[N+]([O-])c1ccccc1S(=O)(=O)n1cnc2ccccc21	94	9	-9	-5	1.1	107	-0.1	4	-0.2	-6
O=C(NCCN1CCOCC1)c1cn(CCc2ccccc2)nn1	97	-5	5	-5	1.1	97	0.5	4	-0.1	8
COc1ccc(-n2ncc3c(N4CCC(C(N)=O)CC4)ncnc32)cc1	132*	-102	102	13	3.8*	121	3.1	-35	0.6	-17
CN1/C(=C\C(=O)Nc2cccnc2)c2ccccc2CC1(C)C	96	-5	5	-4	0.88	96	3.1	4	-0.3	9
